Bioassay records: PubChem, several laboratories
STK33 inh: human STK33 kinase inhibition; Q9BYT3; purified STK33, MBP phosphorylation, ADP-Glo luminescence; inhibition, % at 10 µM; 0.073% of 320,000 active;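 active means inhibition at or above 25%, using the most active replicate where run in duplicate; inactive means inhibition below 25%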
Target sequence (Q9BYT3 whole entry, looked up): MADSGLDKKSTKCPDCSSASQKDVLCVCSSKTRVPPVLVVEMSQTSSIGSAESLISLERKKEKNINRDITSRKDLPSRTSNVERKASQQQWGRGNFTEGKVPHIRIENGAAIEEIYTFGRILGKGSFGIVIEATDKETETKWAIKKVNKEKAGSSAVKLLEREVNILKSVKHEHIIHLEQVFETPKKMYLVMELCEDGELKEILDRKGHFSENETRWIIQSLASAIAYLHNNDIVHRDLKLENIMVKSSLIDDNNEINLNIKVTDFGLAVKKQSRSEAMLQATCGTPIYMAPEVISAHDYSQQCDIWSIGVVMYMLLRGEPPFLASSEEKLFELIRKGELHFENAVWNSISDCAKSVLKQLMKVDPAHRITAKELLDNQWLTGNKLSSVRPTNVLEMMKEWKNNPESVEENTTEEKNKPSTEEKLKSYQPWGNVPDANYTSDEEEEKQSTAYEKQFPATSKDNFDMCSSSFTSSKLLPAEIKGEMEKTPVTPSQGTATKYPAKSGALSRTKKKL
Kir21 inh: inhibitors of mouse Kir2.1 inward-rectifier potassium channel; P35561; HEK293-Kir2.1, FluxOR thallium flux fluorescence; stronger effect = lower value; B-score at 10 µM; 0.85% of 310,000 active; AID 1672;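 active means fluorescence ratio B-score at or below minus 3 SD of library scores, with starting-brightness B-score within 2 SD, cut at about -4.2 in these data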;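 further: channel flux triggered by added potassium and thallium sulfate stimulus; B-score of peak minus minimum fluorescence over baseline after thallium stimulus; more negative B-score means stronger Kir2.1 block with less thallium influx; some compounds called inactive have numbers as strong as hits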
Target sequence (P35561 whole entry, looked up): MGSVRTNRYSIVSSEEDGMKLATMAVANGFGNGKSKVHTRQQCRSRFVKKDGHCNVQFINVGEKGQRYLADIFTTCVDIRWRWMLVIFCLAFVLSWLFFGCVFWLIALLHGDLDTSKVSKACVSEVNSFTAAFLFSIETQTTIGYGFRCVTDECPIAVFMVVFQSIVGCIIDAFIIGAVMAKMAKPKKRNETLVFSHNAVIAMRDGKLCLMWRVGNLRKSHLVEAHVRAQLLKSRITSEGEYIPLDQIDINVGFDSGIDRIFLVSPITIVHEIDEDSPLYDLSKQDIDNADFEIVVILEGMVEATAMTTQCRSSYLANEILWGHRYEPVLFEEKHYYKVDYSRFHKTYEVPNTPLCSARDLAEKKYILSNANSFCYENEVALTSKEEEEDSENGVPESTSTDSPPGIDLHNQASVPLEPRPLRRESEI
* marks the source's active call; other numbers are inactive results; · = no result given; & = joins results of further samples.

Kir21 inh,STK33 inh,SMILES
0.85,-0.7,Cc1ccc(/C=c2\sc3nc(-c4ccccc4Br)nn3c2=O)o1
-0.82,1.0,COc1cccc(NC(=O)Cn2cc(C#N)c3ccccc32)c1
1.1,-0.1,COCCn1c(CN2CCN(c3ccc(OC)cc3)CC2)nc2c1c(=O)n(C)c(=O)n2C
-0.55,-2.8,S=C(NCc1ccco1)N1CCN(c2nc(-c3ccc(Cl)cc3)cs2)CC1
-3.2,0.5,Cc1onc(-c2c(F)cccc2Cl)c1C(=O)NCC1COc2ccccc2O1 (stereo not given)
0.11,-0.2,COC(=O)C(Cc1ccc(OC(=O)c2ccccc2Cl)cc1)N1Cc2ccccc2C1=O (stereo not given)
-2.3,-1.5,CCOc1ccccc1NC(=O)CN1C(=O)COc2ccccc21
-1.1,5.4,O=C(NC1(C(F)(F)F)NC(=O)N(C2CCCCC2)C1=O)c1cccs1 (stereo not given)
0.03,1.1,CCOCCOC(=O)c1cccc(NC(=O)OCC)c1
-0.25,-0.7,CCN(CC)S(=O)(=O)c1ccc(C(=O)NCc2n[nH]c(=S)n2-c2ccc(Cl)c(Cl)c2)cc1
-1.3,-1.2,CCN1CCN(CC(=O)Nc2ccc(C)c(Br)c2)CC1
0.64,-0.5,CC1CCCCN1c1cc(C#N)c(C#N)cc1[N+](=O)[O-] (stereo not given)
-0.36,-1.1,CC(C)CN(Cc1cc(=O)oc2cc(-c3ccccc3)c(O)cc12)CC(C)C
0.88,2.5,Cn1nnnc1SCC(=O)N1CCOCC1
0.27,-3.0,Cc1cc(=O)[nH]c(SCc2nc3ccccc3n2Cc2ccccc2)n1
0.09,-0.8,COc1ccc(-c2cccc(NS(=O)(=O)c3ccccc3[N+](=O)[O-])c2)nn1
2.4,·,Cc1ccc(-c2nc(NC(=O)c3ccc(S(=O)(=O)N(CCC#N)CCC#N)cc3)sc2-c2ccccc2)cc1
1.6,0.0,Cc1ccc(S(=O)(=O)NCC(c2ccco2)N2CCc3ccccc32)cc1 (stereo not given)
-2,·,O=C(O)c1ccc(/C=N/Nc2ccc(C(F)(F)F)cn2)cc1
-0.41,5.0,NC(=O)c1ccc(N2CCCCC2)c(N2C(=O)CCC2=O)c1
-0.02,-0.7,O=C(CSCc1nc2c(nnn2Cc2ccc(F)cc2)c(=O)[nH]1)Nc1cccc(C(F)(F)F)c1
0.15,-0.5,O=C(CSc1ccc(-c2ccccc2)nn1)NC1CCCC1
0.73,0.0,CCOC(=O)c1oc2cc(O)c(CC)cc2c(=O)c1-c1ccc2c(c1)OCCO2
0.88,5.1,COc1cccc(NC(=O)N2CCC(NC(=O)C(Cc3cccc(C)c3)NC(C)=O)CC2)c1 (stereo not given)
1.7,0.8,COc1cccc(/C=C2\SC(=S)N(CC(=O)N(C)C3CCS(=O)(=O)C3)C2=O)c1 (stereo not given)
0.03,-1.8,CCOC(=O)c1c(C)nc2c(c1-c1ccc(OC)cc1)C(=O)CC(C)(C)C2
-1.3,·,Cc1ccccc1N(Cc1ccccc1F)S(C)(=O)=O
1.4,-0.7,Cc1nc(C(=O)Nc2ccc(Cl)cc2)sc1C1(C)CC(c2cccc([N+](=O)[O-])c2)=NO1 (stereo not given)
0.54,-1.5,O=C(c1cccc(S(=O)(=O)Nc2ccccc2Cl)c1)N1CCCCCC1
0.11,-0.7,Cc1ccc(OCCNC(=O)c2ccc(NC(=O)CC3SC(N4CCCC4)=NC3=O)cc2)cc1 (stereo not given)
0.19,-1.1,CCCc1cc(=O)oc2c(C)c(OCC(=O)N3CCC(C(=O)O)(c4ccccc4)CC3)ccc12
0.04,0.1,O=C(O)c1ccc(/C=N/Nc2ccc(S(=O)(=O)N3CCCC3)cc2[N+](=O)[O-])cc1
-0.17,-2.7,CC(C)CC(=O)NC(=S)Nc1nc(-c2cccc3ccccc23)cs1
-0.3,-1.3,COc1ccc(NC2CCCN(C(=O)c3ccc(CSC)o3)C2)cc1OC (stereo not given)
-0.1,-1.0,CN(CC(=O)NC1CC(C)(C)NC(C)(C)C1)S(=O)(=O)c1cc(Cl)ccc1Cl
1.8,-1.0,CCOc1ccc(NC(=S)N2CCn3c(nc4ccccc43)C2)cc1
-0.91,-0.8,Cc1nnc(NC(=O)CCn2cnc3ccccc3c2=O)s1
1.5,0.6,CCc1ccc(-n2c(C)cc(/C=N/NC(=O)c3ccncc3)c2C)cc1
0.64,-0.9,Cc1ccc(Oc2ncnc(N)c2[N+](=O)[O-])cc1
1.6,·,O=C(c1cccc(N2C(=O)C3CC=CCC3C2=O)c1)N1CCCCCC1 (stereo not given)
-1,-1.2,CC(NC(=O)CN(C)Cc1ccc(Br)cc1)c1ccccc1 (stereo not given)
2.2,0.3,Fc1ccc(-c2nnn3c2nc(NCc2ccccc2)c2ccccc23)cc1
-0.71,-0.9,COc1ccc(/C=C2\SC(=O)N(CC(=O)NC3C=CS(=O)(=O)C3)C2=O)cc1 (stereo not given)
-0.37,-0.5,Cc1ccc2c(c1)C1CCCC3C1N2CC(=O)N3Cc1ccccc1 (stereo not given)
0.72,-0.2,O=C(O)CNS(=O)(=O)c1ccc2c3c(cccc13)C(=O)N2
2.6,-0.4,CN1CCCN(Cc2ccccc2Br)CC1
1.2,-0.6,CCCCc1c(O)nc(SCC(=O)N2CCOCC2)n(-c2ccccc2C)c1=O
·,-0.1,C=C(C(=O)Oc1c(C(C)(C)C)cccc1C(C)(C)C)c1ccccc1
-0.45,-1.0,CCOC(=O)CCC(=O)c1c(C)oc2ccc(OC)cc12
-0.88,-0.8,O=C1CSc2ccc(S(=O)(=O)N3CCN(c4ccccc4F)CC3)cc2N1

(more compounds)
Kir21 inh,STK33 inh,SMILES
-0.7,·,Cc1ccc(C)c(N(CC(=O)NC2CCCC2)C(=O)CCCC(=O)Nc2ccccn2)c1
0.08,0.2,COc1ccc(C2COC(=O)C2=N)c(NC(=O)c2ccc(Cl)cc2)c1 (stereo not given)
-0.72,·,COC(=O)c1ccc(C(=O)OC)c(NC(=O)CN2CCN(c3ccccc3)CC2)c1
0.82,-0.6,COc1ccc(C(OC(=O)c2ccco2)C(=O)NC2CCCCC2)cc1OC (stereo not given)
0.01,0.3,COC(CN(C)S(=O)(=O)c1cc2c3c(c1)CCN3C(=O)CC2)OC
-0.14&0,0.5&-0.3,NC(=O)OCC(COC(N)=O)c1ccccc1
0.38,0.5,O=C(COC(=O)CNS(=O)(=O)c1ccccc1)Nc1ccc(Cl)cn1
0.13,0.8,COc1cccc(CN2CC(C(=O)NCCc3ccccc3C(F)(F)F)CCC2=O)c1 (stereo not given)
0,-0.8,Cc1nn(CCCC(=O)NCc2ccccc2)c(=O)c2nn(-c3ccccc3)c(C)c12
-0.31,2.2,O=C1OCC(CO)(CO)N=C1NNc1ccc(Cl)c(Cl)c1
-0.12,1.8,CCCCN1C(=O)C(O)(CC(=O)c2c(C)coc2C)c2ccccc21 (stereo not given)
0.19,-0.1,O=C(CSc1nnc(COc2ccccc2)o1)Nc1ccc(F)cc1
1,-0.4,Cc1ccccc1N(CC(=O)Nc1ccccc1C(=O)NCc1ccco1)S(=O)(=O)c1ccccc1
-0.61,-0.7,CC(C)(C)C(=O)Nc1ccccc1C(=O)Nc1cccnc1
0.56,-0.1,COc1ccc2c(c1OC)C(=O)N1C2SC(C)(C)[C@H]1C(=O)NC(C)C (stereo not given in full)
·,0.4,O=C1N[C@@H](c2ccccc2)COC(=O)[C@H](Cc2ccc(F)cc2)C/C=C\C[C@@H]1CC(=O)N(CCO)Cc1ccccc1
-1.1,0.1,COCCCn1c(SCC(=O)Nc2ccc(NC(C)=O)cc2)nc2sc3c(c2c1=O)CCC3
0.34&-0.17,-3.3&-1.6,O=C(O)CCSc1ccc2ccccc2n1
1.5,-0.5,COc1ccc(CNC(=O)COc2ccc(Br)c(C)c2)cc1
-0.55,-1.0,CCOC(=O)c1sc(Nc2cccc(Cl)c2)nc1C
0.06,1.2,Cc1ccc(C)c(N2CCN(C(=O)CCS(=O)(=O)c3ccc4c(c3)NC(=O)CO4)CC2)c1
·,18,C=CCSc1nnc(NC(=O)CSc2ccccn2)s1
-0.6,-3.4,CCOC(=O)Cc1csc(NC(=O)CC(C)(C)C)n1
-0.01,-0.9,CC(C)(C)c1nnc2sc(SCCN3C(=O)c4ccccc4C3=O)nn2c1=O
·,-1.2,COc1cc(C#Cc2c(-c3cncn3C)n(C)c3ccc(-c4cc(OC)c(OC)c(OC)c4)cc23)cc(OC)c1
0.04,-1.2,COc1ccc(C(=O)NC(=S)NCc2cccnc2)cc1OC
0.88,-3.0,Cc1cccc(N(CC(=O)NC2CCCC2)C(=O)c2cc3cc4cccc(C)c4nc3s2)c1C
-2.5,-2.0,CN(C(=O)c1ccc(COc2ccccc2Br)o1)c1ccccc1
0.01,·,OC1(c2cccs2)CN(c2ccc(Cl)cc2)C2=[N+]1CCCC2 (stereo not given)
0.41,-2.0,CC(/C=C/c1ccccc1)=N\NC(=O)C1CC1(C)c1ccccc1 (stereo not given)
1.4,-1.3,O=C1CSC(c2ccc3c(c2)OCO3)N1c1ccc(Oc2ccccc2)cc1 (stereo not given)
0.74,-0.5,Cc1nc2ccc(NS(=O)(=O)c3ccc(F)cc3)cc2s1
-1.7,0.2,Cc1cc(-c2ccccc2)c2c(n1)sc1c(O)cc(=O)[nH]c12
1.9,0.9,O=C(c1ccc(-n2cncn2)c([N+](=O)[O-])c1)N1CCN(S(=O)(=O)c2ccc(Cl)cc2)CC1
0.02,-0.2,C/C(=N/NC(=O)c1cccs1)c1c(C)[nH]n(-c2nc3ccccc3s2)c1=O
-1.1,-1.8,Cc1ccc(S(=O)(=O)N2CCCC2C(=O)Nc2nc3c(s2)CCCC3)cc1 (stereo not given)
0.91,-0.4,CCCCn1c(=O)[nH]c(=O)c2c1nc(-c1ccc(OC)c(Br)c1)n2CC(C)C
-1.2,-0.3,Cc1cc2nc(-c3cc(N4CCOCC4)ccc3[N+](=O)[O-])ccn2n1
1.4,-0.5,Cc1ccc(S(=O)(=O)NCC(=O)OC2CCOC2=O)cc1 (stereo not given)
1.1,0.8,C/C(Nc1ccccc1)=C(/C#N)C(N)=O
0.52,-1.3,CCOC(=O)c1ccc(NC(=O)CCC(CC)C(=O)O)cc1 (stereo not given)
-0.69,-0.5,COc1ccc(-c2cn3cccc(C)c3n2)cc1F
-2.2,-1.1,O=C(NCc1cccnc1)C12CC3CC(CC(C3)C1)C2
·,1.7,Cc1cccc(OCCCC(=O)NNC(=O)c2cccc(N(C)C)c2)c1
-1.2,0.4,COc1ccc2c(c1)c(=O)oc1cc(OCC(=O)NC3CC3)ccc12
0.68,-1.0,COC(=O)c1cc2n(n1)CCN(Cc1ccc(OC)cc1)C2=O
0.5,-2.1,Cc1ccc(CNC(=O)CC2Sc3ccccc3NC2=O)cc1 (stereo not given)
-0.01,0.3,NC(=O)Cn1nnc(-c2ccc(CN3CCCCC3)cc2)n1
0.26,0.1,CN(C)Cc1cnc2ccc(Cl)cn12
-0.74,-1.0,Cc1noc(C)c1CSc1nnc(-c2ccccc2)n1N

Other records follow:
Kir21 inh,STK33 inh,SMILES
-0.87,0.6,COc1ccc(C(=O)Nc2ccc(/C(C)=N/NC(=O)c3ccncc3)cc2)cc1
1.4,0.1,COc1cc(C2c3c(-c4ccccc4)n[nH]c3C(=O)N2c2ccccc2)ccc1O (stereo not given)
-0.44,12,CCOc1ccccc1/C=C(/NC(=O)c1ccccc1)C(=O)N1CCCCC1
-0.1,-0.4,CCc1ccccc1N(CC(=O)O)S(C)(=O)=O
0.83,-1.7,COc1ccc(S(=O)(=O)N2CCN(c3ccc(F)cc3)CC2)cc1C(=O)N1CCCC1
-2.2,-0.5,COc1ccc(OC)c(C2=NOC(C(=O)N3CCCc4ccccc43)C2)c1 (stereo not given)
-0.05,0.1,Oc1ccc2oc3c(c2c1C=NCc1ccncc1)CCCC3
1.2,-4.2,Cc1cc(C)c(C)c(S(=O)(=O)N2CCN(C(=O)CCC(=O)N3CCOCC3)CC2)c1C
1.4,-1.2,O=C(CCCCCNc1nc(=S)[nH]c2ccccc12)NCCc1ccc(Cl)cc1
1.2,-0.3,Cc1ccccc1C(=O)/C=C1\NC(=O)CS1
0.53,-3.1,Cc1nnc(Sc2c(N)n(C)c(=O)[nH]c2=O)s1
-0.57,-0.3,O=C(CN=C1NC(=O)C(c2ccccc2)(c2ccccc2)N1)NCc1ccc(F)cc1
